Bioassay records deposited in PubChem by The Scripps Research Institute Molecular Screening Center.
PLCb3 inh = human PLC-beta3 inhibitors, primary screen, biochemical, fluorescence. Purified PLC-beta3, fluorogenic substrate. inhibition, % at 12.2 µM. 370,000 tested, 0.18% active; in the data active = inhibition above about 11%;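 note: 0% = median of compound wells on plate and 100% = full blocker control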
PLCg1 inh = PLC-gamma1 enzyme inhibitors, primary screen, biochemical, fluorescence, purified enzyme; 1-phosphatidylinositol 4,5-bisphosphate phosphodiesterase gamma-1 (Homo sapiens), P19174; fluorogenic substrate; inhibition, % at 12.2 µM; 370,000 tested, 0.84% active; AID 720700, 2013; in the data active = inhibition above about 9.5%
ADAM10 inh = human ADAM10 inhibitors, primary screen, biochemical, QFRET, HTS; inhibition, % at 7 µM; AID 720582, 2013; recombinant ADAM10, EDANS/DABCYL FRET peptide cleavage, 3 h; Disintegrin and metalloproteinase domain-containing protein 10 (Homo sapiens), O14672; 370,000 tested, 0.62% active;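 active = inhibition above a per-campaign cutoff equal to the mean of compounds falling between control-based bounds plus 3 SD, cut at about 20% in these data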;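 note: 0% = DMSO wells while the 100% control is not disclosed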
ASAP1 GAP inh = inhibitors of human ASAP1 ArfGAP activity, primary screen, biochemical, fluorescence polarization; ASAP1-stimulated ARF1 GTP hydrolysis, GDP FP detection; 360,000 tested, 0.19% active; inhibition, % at 16.5 µM; in the data active = inhibition above about 25%;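 note: 0% = vehicle with enzyme and substrate and 100% = no enzyme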
SIAE primary = human SIAE inhibitors, primary screen, biochemical, fluorescence polarization, FP-Rh probe, 1536-well HTS. Sialate O-acetylesterase (Homo sapiens), Q9HAT2. SIAE FP-Rh probe binding. inhibition, % at 9.66 µM. 370,000 tested, 0.69% active;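 active = inhibition above a cutoff: mean of compounds within the control limits plus 3 SD of those, cut at about 17% in these data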;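 note: 0% = plate median of compound wells and 100% = probe without SIAE protein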
Target sequence (Q9HAT2 whole entry, looked up): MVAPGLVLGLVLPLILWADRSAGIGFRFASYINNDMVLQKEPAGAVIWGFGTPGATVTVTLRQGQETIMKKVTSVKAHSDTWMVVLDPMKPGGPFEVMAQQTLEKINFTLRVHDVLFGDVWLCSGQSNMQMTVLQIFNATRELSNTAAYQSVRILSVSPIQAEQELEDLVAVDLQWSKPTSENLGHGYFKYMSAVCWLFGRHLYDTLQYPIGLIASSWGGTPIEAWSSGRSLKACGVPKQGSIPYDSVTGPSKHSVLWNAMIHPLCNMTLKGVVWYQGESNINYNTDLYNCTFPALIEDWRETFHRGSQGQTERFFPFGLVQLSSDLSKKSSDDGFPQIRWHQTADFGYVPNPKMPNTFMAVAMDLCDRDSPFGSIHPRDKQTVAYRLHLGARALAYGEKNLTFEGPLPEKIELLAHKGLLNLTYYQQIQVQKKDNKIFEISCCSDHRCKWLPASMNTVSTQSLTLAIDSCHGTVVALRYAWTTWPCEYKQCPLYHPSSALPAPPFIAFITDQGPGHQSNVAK
Tn6 DDE FP = inhibitors of Tn6 peptide binding to fibrin DD(E), primary screen, biochemical, fluorescence polarization, human fibrin, Tn6 probe; AID 720509, 2013; 370,000 tested, 0.21% active; Fibrin DD(E) TRITC-Tn6 fluorescence polarization displacement; inhibition, % at 8.3 µM; Fibrinogen beta chain (Homo sapiens), P02675;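 active = inhibition above a per-campaign cutoff: mean of compounds within control limits plus 3 SD, cut at about 15% in these data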;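 note: 0% = median of all compound wells on the plate and 100% = blocking peptide control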
ADAM17 inh = ADAM17 inhibitors, primary screen, biochemical, QFRET; recombinant ADAM17, EDANS/DABCYL FRET peptide cleavage; 370,000 tested, 0.83% active; AID 720648, 2013; Disintegrin and metalloproteinase domain-containing protein 17 (Homo sapiens), P78536; inhibition, % at 6.95 µM;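 active = inhibition above the mean of compounds lying between control limits plus 3 SD, set per campaign, cut at about 8.5% in these data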;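 note: 0% = DMSO-only wells as the low control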
ARFGAP1 inhibitor = inhibitors of rat ARFGAP1 GAP activity, primary screen, biochemical, fluorescence polarization, GDP tracer | ADP-ribosylation factor GTPase-activating protein 1 (Rattus norvegicus), Q62848 | Arfgap1-stimulated ARF1 GTP hydrolysis, GDP FP detection | inhibition, % at 16.5 µM | 360,000 tested, 0.26% active | AID 651572, 2012;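 active = inhibition above a per-plate limit, mean inhibition of low control wells plus 3 SD, cut at about 25% in these data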;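 note: 0% = DMSO wells with enzyme and 100% = wells lacking Arfgap1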
Target sequence (Q62848 1-136 limits assumed): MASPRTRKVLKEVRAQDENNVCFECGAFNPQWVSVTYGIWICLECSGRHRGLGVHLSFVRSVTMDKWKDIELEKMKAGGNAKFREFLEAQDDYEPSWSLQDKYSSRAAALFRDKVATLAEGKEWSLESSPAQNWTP
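Replicates: Single well per compound | Assay system: Truncated rat Arfgap1 GAP domain | Control set: No-Arfgap1 wells (100%) versus DMSO full-reaction wells (0%) | Times: Enzyme reaction 120 min at 25 °C after 20 min preincubation | Reagent: Human ARF1(Δ1-17)-GTP substrate | Measured by: Tracer-displacement fluorescence polarization with EDTA stop, 620/688 nm | Measure: Percent inhibition of Arfgap1-stimulated GTP hydrolysis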
DDE Tn7 FP inh = inhibitors of Tn7 peptide binding to fibrin DD(E), primary screen, biochemical, fluorescence polarization, human fibrin, Tn7 probe | inhibition, % at 8.3 µM | 370,000 tested, 0.13% active | Fibrinogen beta chain (Homo sapiens), P02675 | FP displacement of FITC-Tn7 peptide from fibrin DD(E); 0% = median of compound wells per plate | AID 720508, 2013;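 active = inhibition above the mean of compounds falling within the control limits plus 3 SD of them, cut at about 14% in these data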;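 note: 0% = plate median of compound wells and 100% = 10 µM Aha-Tn7 peptide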
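assay system = human clot-derived fibrin DD(E) complex | quantity = Fibrin-DD(E) at 2 µM final | timing = 10 min preincubation, 3 h with tracer, room temperature | signal = fluorescence polarization | measure = percent inhibition | benchmarks = high control wells with 10 µM unlabelled Aha-Tn7 peptide (full inhibition) | replicates = singlicate testing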
TDP2 absorb = human TDP2 enzyme inhibitors, primary screen, biochemical, epi absorbance, recombinant enzyme | Tyrosyl-DNA phosphodiesterase 2 (Homo sapiens), O95551 | T5PNP hydrolysis, p-nitrophenol absorbance 415 nm | inhibition, % at 12.8 µM | 370,000 tested, 0.34% active | AID 720702, 2013;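 active = inhibition above the mean of all tested compounds plus 3 SD, set per campaign, cut at about 25% in these data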;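 note: 0% = DMSO with enzyme and 100% = buffer with substrate but no TDP2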
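test system = human TDP2 enzyme | input = TDP2 enzyme at 120 nM final | medium = 50 mM Tris-HCl pH 7.5 with Mg2+, KCl, DTT, BSA | also added = T5PNP substrate, 5 mM | times = 2 h at 37 °C | technique = epi absorbance | benchmarks = high control without enzyme, low control DMSO plus TDP2 | replication = each compound tested once, singlicate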
* marks the source's active call; other numbers are inactive results.

Field names – A = PLCb3 inh; B = PLCg1 inh; C = ADAM10 inh; D = ASAP1 GAP inh; E = SIAE primary; F = Tn6 DDE FP; G = ADAM17 inh; H = ARFGAP1 inhibitor; I = DDE Tn7 FP inh; J = TDP2 absorb
1: O=C(Nc1ccc(F)cc1)c1ccccc1F
  A = -1	B = 1	C = -3	D = 13	E = 6	F = -1	G = -1	H = 8	I = -3	J = 11

2: CCn1nc(NC(=O)c2ccncc2)c2cc3cccc(C)c3nc21
  A = 0	B = -3	C = 9	D = 9	E = 8	F = 7	G = 1	H = 9	I = -6	J = 2

3: CCC(C)C1C(C#N)=C(N)OC2=C1C(=O)CC(C)(C)C2 (stereo not drawn)
  A = 3	B = -1	C = -7	D = 1	E = -4	F = -5	G = 0	H = -3	I = 1	J = 6

4: O=C(CSc1nnc(NC(=O)c2ccccc2[N+](=O)[O-])s1)NC1CCCC1
  A = -11	B = 0	C = -16	D = -3	E = 1	F = 3	G = 0	H = 5	I = -1	J = -9

5: Cc1nnsc1-c1c(C(=O)N2CCOCC2)c(C)nn1-c1ccccc1
  A = -7	B = 0	C = 0	D = -5	E = -4	F = 2	G = -6	H = -4	I = 6	J = 5

6: Cc1nc2ccccc2n1CCc1nc2c3ccccc3nc(=S)n2[nH]1
  A = 5	B = 4	C = 0	D = 9	E = 0	F = 7	G = -2	H = 5	I = -2	J = -1

7: COc1cccc(CNS(=O)(=O)c2cc3c4c(c2)CCC(=O)N4CCC3)c1
  A = -6	B = 1	C = -9	D = 2	E = 1	F = 4	G = 0	H = -2	I = 4	J = 11

8: CCOC(=O)CN(Cc1ccc(OC)c(OC)c1)S(=O)(=O)c1ccc(OC)cc1
  A = 1	B = 1	C = -2	D = -6	E = -5	F = 10	G = -4	H = 8	I = 4	J = -1

9: Clc1cccc(Cc2c(-c3cccc(Cl)c3)nc3ccc(Br)cn23)c1
  A = -10	B = -9	C = 1	D = 10	E = -19	F = 0	G = -1	H = -4	I = 7	J = -5

10: COc1cccc(CNc2nc3cc(-c4cccc(OC)c4)sc3c(=O)n2C)c1
  A = -1	B = -2	C = -13	D = 3	E = -45	F = 6	G = -4	H = 0	I = 4	J = 4

11: Cc1ccccc1OCC(=O)OCC(=O)Nc1ccc(N2CCOCC2)cc1
  A = 0	B = 0	C = 9	D = 1	E = 4	F = -7	G = -1	H = -2	I = 1	J = 12

12: Cc1ccc2oc(C(=O)N3CCCCCC3)c(C)c2c1
  A = -12	B = -3	C = -2	D = -17	E = -1	F = 1	G = 0	H = -18	I = 4	J = -1

13: COc1cccc(CNC(=O)CCn2ccc3cc(S(=O)(=O)N4CCCC4)ccc32)c1
  A = -8	B = 0	C = -2	D = -10	E = 0	F = 7	G = 0	H = -3	I = 4	J = 3

14: O=C(O)CNC(=O)c1ccc(S(=O)(=O)N2CCOCC2)cc1
  A = -2	B = -3	C = -4	D = 6	E = 1	F = -1	G = -7	H = -7	I = -3	J = 5

15: Cc1ccc(-n2nnnc2SCC(=O)c2cc(C)n(CC3CCCO3)c2C)cc1 (stereo not drawn)
  A = -1	B = -2	C = -1	D = -2	E = 8	F = -8	G = -3	H = 11	I = -3	J = 7

Arranged by molar mass (high to low): part of the list above
Field names – A = PLCb3 inh; B = PLCg1 inh; C = ADAM10 inh; D = ASAP1 GAP inh; E = SIAE primary; F = Tn6 DDE FP; G = ADAM17 inh; H = ARFGAP1 inhibitor; I = DDE Tn7 FP inh; J = TDP2 absorb
13: COc1cccc(CNC(=O)CCn2ccc3cc(S(=O)(=O)N4CCCC4)ccc32)c1
  A = -8	B = 0	C = -2	D = -10	E = 0	F = 7	G = 0	H = -3	I = 4	J = 3

9: Clc1cccc(Cc2c(-c3cccc(Cl)c3)nc3ccc(Br)cn23)c1
  A = -10	B = -9	C = 1	D = 10	E = -19	F = 0	G = -1	H = -4	I = 7	J = -5

8: CCOC(=O)CN(Cc1ccc(OC)c(OC)c1)S(=O)(=O)c1ccc(OC)cc1
  A = 1	B = 1	C = -2	D = -6	E = -5	F = 10	G = -4	H = 8	I = 4	J = -1

15: Cc1ccc(-n2nnnc2SCC(=O)c2cc(C)n(CC3CCCO3)c2C)cc1 (stereo not drawn)
  A = -1	B = -2	C = -1	D = -2	E = 8	F = -8	G = -3	H = 11	I = -3	J = 7

4: O=C(CSc1nnc(NC(=O)c2ccccc2[N+](=O)[O-])s1)NC1CCCC1
  A = -11	B = 0	C = -16	D = -3	E = 1	F = 3	G = 0	H = 5	I = -1	J = -9

7: COc1cccc(CNS(=O)(=O)c2cc3c4c(c2)CCC(=O)N4CCC3)c1
  A = -6	B = 1	C = -9	D = 2	E = 1	F = 4	G = 0	H = -2	I = 4	J = 11

5: Cc1nnsc1-c1c(C(=O)N2CCOCC2)c(C)nn1-c1ccccc1
  A = -7	B = 0	C = 0	D = -5	E = -4	F = 2	G = -6	H = -4	I = 6	J = 5

6: Cc1nc2ccccc2n1CCc1nc2c3ccccc3nc(=S)n2[nH]1
  A = 5	B = 4	C = 0	D = 9	E = 0	F = 7	G = -2	H = 5	I = -2	J = -1

14: O=C(O)CNC(=O)c1ccc(S(=O)(=O)N2CCOCC2)cc1
  A = -2	B = -3	C = -4	D = 6	E = 1	F = -1	G = -7	H = -7	I = -3	J = 5

12: Cc1ccc2oc(C(=O)N3CCCCCC3)c(C)c2c1
  A = -12	B = -3	C = -2	D = -17	E = -1	F = 1	G = 0	H = -18	I = 4	J = -1

1: O=C(Nc1ccc(F)cc1)c1ccccc1F
  A = -1	B = 1	C = -3	D = 13	E = 6	F = -1	G = -1	H = 8	I = -3	J = 11

Later entries:
Field names – A = PLCb3 inh; B = PLCg1 inh; C = ADAM10 inh; D = ASAP1 GAP inh; E = SIAE primary; F = Tn6 DDE FP; G = ADAM17 inh; H = ARFGAP1 inhibitor; I = DDE Tn7 FP inh; J = TDP2 absorb
16: O=C(CC12CC3CC(CC(C3)C1)C2)NC(=S)NCc1ccccc1
  A = -2	B = 0	C = 9	D = -8	E = -1	F = -4	G = 3	H = 12	I = 0	J = -3

17: N#Cc1ccccc1S(=O)(=O)N1CCN(C(=O)c2cc3c(s2)CCC3)CC1
  A = -6	B = -4	C = -11	D = 6	E = 11	F = 4	G = -2	H = -12	I = 0	J = 1

18: CCCCOc1ccc(C(=O)NCC(=O)NNC(=O)C2COc3ccccc3O2)cc1 (stereo not drawn)
  A = -5	B = 3	C = -13	D = 8	E = -11	F = -5	G = -2	H = 17	I = -2	J = -2

19: CCOC(=O)C(=CNc1ccc(Cl)cn1)C(=O)OCC
  A = -5	B = 0	C = 2	D = -14	E = 7	F = 8	G = -3	H = -6	I = 7	J = 6

20: CC(Oc1ccc2c3c(c(=O)oc2c1)CCC3)C(=O)NC1CCN(Cc2ccccc2)CC1 (stereo not drawn)
  A = -11	B = -5	C = -90	D = -9	E = -4	F = 4	G = -23	H = -3	I = -1	J = -9

21: O=C1C2C(C(=O)N1/N=C/c1cc(Br)cc([N+](=O)[O-])c1O)C1C=CC2C12CC2 (stereo not drawn)
  A = -1	B = 0	C = -1	D = -2	E = -2	F = -1	G = -2	H = 6	I = 3	J = -8

22: COc1ccccc1NS(=O)(=O)c1ccc(O)c(C(=O)OCc2cccc([N+](=O)[O-])c2)c1
  A = 1	B = 2	C = -2	D = -10	E = -2	F = -4	G = 0	H = -1	I = 2	J = -1

No enrichment for hits; 3.6% or so of the library scored in one or more.
